Compound activity from PubChem.
NPY Y2 blocker: NPY-Y2 receptor antagonists, primary screen, cell-based; Neuropeptide Y receptor type 2 (Homo sapiens), P49146; NPY-Y2 expressing cells, antagonist mode; inhibition, % at 2.7 µM; 140,000 tested, 0.99% active; AID 793, 2007; in the data active = inhibition above about 17%;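 note: 0% = vehicle with agonist challenge and 100% = reference antagonist with challenge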
Target sequence (P49146 whole entry, looked up): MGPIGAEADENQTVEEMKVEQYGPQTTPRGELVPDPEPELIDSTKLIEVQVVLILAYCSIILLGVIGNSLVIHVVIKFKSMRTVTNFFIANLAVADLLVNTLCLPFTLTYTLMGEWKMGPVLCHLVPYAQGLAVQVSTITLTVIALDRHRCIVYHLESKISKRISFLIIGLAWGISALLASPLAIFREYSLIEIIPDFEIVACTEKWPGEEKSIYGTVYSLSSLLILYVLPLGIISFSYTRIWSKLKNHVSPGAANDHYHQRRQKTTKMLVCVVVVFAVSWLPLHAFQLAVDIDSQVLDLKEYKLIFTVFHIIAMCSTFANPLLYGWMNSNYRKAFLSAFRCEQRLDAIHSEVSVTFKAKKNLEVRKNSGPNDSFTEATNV
MRP-1 activ: H69AR viability gain despite doxorubicin, primary screen, MRP-1 activator project, H69AR cells, CellTiter-Glo; viability rescue; viability increase, % at 10 µM; 140,000 tested, 0.61% active; AID 799, 2007;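 active = viability gain under doxorubicin at or above a set limit, the compound median plus 3 SD, cut at about 4.7% in these data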;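 note: MRP-1 overexpressing cells given doxorubicin 25 µM after compound pretreatment; 18-22 h compound pretreatment then 72 h with doxorubicin before readout; 0% = doxorubicin-only wells and 100% = vehicle-treated cells without doxorubicin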
PTEN del growth: growth suppression of PTEN-null HCT116, primary screen, cell-based, CellTiter-Glo; HCT116 PTEN-null viability, 60 h; hits give low values; viability, % at 10 µM; 140,000 tested, 1.2% active;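 active = viability at or below a set limit, 4 SD under the median of all tested compounds, cut at about 3.7% in these data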;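 note: PTEN knockout HCT116 line with beta catenin targeted HCT116 as companion control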
Yeast life ext: compounds extending yeast replicative lifespan, primary screen, S. cerevisiae, OD615; 130,000 tested, 0.68% active; inhibition of the nicotinamide effect, % at 10 µM; S. cerevisiae growth with nicotinamide; deaD strain in restrictive glucose medium;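 active = inhibition above a set limit, placed 3 SD over the median of all compounds, cut at about 26% in these data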;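 note: 0% = nicotinamide-treated wells and 100% = cells grown without nicotinamide; some compounds called inactive have numbers as strong as hits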
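Assay system: engineered S. cerevisiae DeaD replicative-lifespan strain, galactose-grown log-phase cells; Buffer or medium: CSMM-D glucose medium, restrictive; Probe or stimulus: nicotinamide 1.5 mM; Compound: single dose 10 µM compound, 0.25% DMSO; Schedule: 4 h preincubation then 48 h treatment at 30 °C; Technique: OD615 measurement.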
Phagocyt inh: inhibitors of macrophage phagocytosis, primary screen, imaging, J774A.1 cells, IgG beads | J774A.1 macrophage IgG-bead phagocytosis | inhibition, % at 5 µM | 110,000 tested, 0.07% active | AID 1029, 2008;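 active = inhibition above the mean of the plate negative controls plus 5 SD, cut at about 13% in these data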;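 note: phagocytic index as fraction of beads internalized from green versus red external bead signal; plate controls were DMSO negative control for no effect and cytochalasin-D positive control for full effect; some results beyond the cut were filed as inactive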
Measles CPE: compounds protecting cells from measles virus cytopathic effect, primary screen, measles RdRp inhibitor project, single point, MLSMR library, absorbance; AID 841, 2007; 140,000 tested, 1.5% active; protection (pct of control), % at 4 µM; Measles virus-infected cells, CPE protection; in the data active = protection mostly above about 24%, no sharp cut-off; inactive = mostly below about 26%; note: some compounds called inactive have numbers as strong as hits
GALR2 antag: GALR2 antagonists in receptor-expressing cells, primary screen; Galanin receptor type 2 (Homo sapiens), O43603; antagonist mode; inhibition, % at 4 µM; 140,000 tested, 0.39% active; AID 828, 2007; in the data active = inhibition above about 27%;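 note: cells stimulated with galanin 1-16 at roughly its EC80; 0% = agonist challenge control and 100% = basal control without agonist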
Target sequence (O43603 whole entry, looked up): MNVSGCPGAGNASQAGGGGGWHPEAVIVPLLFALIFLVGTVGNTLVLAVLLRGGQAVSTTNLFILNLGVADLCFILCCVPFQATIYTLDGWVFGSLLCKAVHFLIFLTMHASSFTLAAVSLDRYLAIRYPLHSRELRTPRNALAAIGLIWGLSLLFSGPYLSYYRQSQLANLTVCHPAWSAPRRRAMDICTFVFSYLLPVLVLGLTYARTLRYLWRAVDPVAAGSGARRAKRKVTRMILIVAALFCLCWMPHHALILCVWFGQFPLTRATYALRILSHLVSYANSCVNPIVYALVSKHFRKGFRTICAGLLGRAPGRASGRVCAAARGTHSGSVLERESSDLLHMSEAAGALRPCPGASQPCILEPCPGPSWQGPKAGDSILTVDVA
HCT116 bCat-KO: primary screen for growth suppressors in beta-catenin knockout HCT116 cells (colon tumor, human); HCT116 beta-catenin knockout viability, CellTiter-Glo, 60 h; hits give low values; viability, % at 10 µM; 140,000 tested, 1.5% active; AID 818, 2007;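 active = viability at or under a set limit, the compound median less 4 SD, cut at about 6% in these data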;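 note: 0% = Hyamine 1622 control at 20 µM and 100% = untreated cell control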
E-sel TNF inh: E-selectin induction blockers in HUVEC – imaging, immunofluorescence, high content, primary screen; 120,000 tested, 0.71% active; inhibition, % at 2 µM; HUVEC TNFa-induced E-selectin immunofluorescence;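 active = inhibition above the batch mean plus 3 SD, and confirmed as a hit on visual image review, cut at about 43% in these data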;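 note: 0% = TNF-stimulated DMSO wells and 100% = unstimulated control wells; not every result past the cut was called active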
Yeast growth inh: growth inhibitors of yeast BB579 in restrictive medium, primary screen, yeast lifespan-shortening project, S. cerevisiae; OD615, 48 h; inhibition, % at 10 µM; 140,000 tested, 0.51% active; AID 804, 2007;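 active = inhibition above a set limit, 3 SD over the mean compound inhibition, cut at about 44% in these data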; note: inactives centre near -24
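Test system: S. cerevisiae DeaD strain BB579 yeast; Medium: restrictive CSMM-D medium; Compound: one dose, 10 µM compound with 0.25% DMSO; Incubation: 4 h cell preincubation, 48 h compound exposure, 30 °C humidified; Signal: OD at 615 nm; Benchmarks: amphotericin B at 10 µg/mL as positive control.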
The depositor's hits bear a star; . = not tested or not shown.

[1] CCc1ccc(CCC(=O)Nc2ccc(C)c(C)c2)o1
[2] CCOC(=O)C1CCCN(S(=O)(=O)c2ccc(OC)cc2)C1 (centres undefined)
[3] Cc1ccc(N(Cc2ccc(C(=O)NCCSc3ccccn3)cc2)S(C)(=O)=O)cc1C
[4] CN1CCN(c2ccc(Cl)cc2NC(=O)c2ccc(S(=O)(=O)N(C)C)cc2)CC1
[5] COC(=O)c1ccc(-n2nnnc2SCC(=O)N2CCCCC2)cc1
[6] CC(=O)C1=C(C)N(Cc2ccccc2)C(=O)N[C@@H]1c1cccc(C(F)(F)F)c1
[7] Cc1nc(N2CCN(C(c3ccccc3)c3ccccc3)CC2)[nH]c(=O)c1C
[8] COC(=O)/C(=C/c1cccc([N+](=O)[O-])c1)NC(=O)c1ccc(OC)cc1
entry no.,1,2,3,4,5,6,7,8
NPY Y2 blocker,6,3,7,3,1,2,2,2
MRP-1 activ,-0.6,-0.8,-3.5,-2.0,0.7,-2.8,-3.7,-0.8
PTEN del growth,94,113,58,90,104,89,83,97
Yeast life ext,-14,13,2,-12,-11,29*,-32,8
Phagocyt inh,1,0,-4,-1,.,.,-1,-1
Measles CPE,5,16,11,11,8,13,32,2
GALR2 antag,-1,-4,-5,12,-1,-5,7,8
HCT116 bCat-KO,96,101,59,84,92,89,73,88
E-sel TNF inh,-39,20,2,.,.,-7,-29,-9
Yeast growth inh,-20,-70,-23,-26,-8,-27,-25,-9

[9] CC1CN(CC(O)COc2ccc(C(C)C)cc2)CC(C)O1 (centres undefined)
[10] O=C(Nc1ccccc1)C1=C(O)CC(c2ccoc2)CC1=Nc1ccccc1 (centres undefined)
[11] CCCCC12CN3CCN(CC(C3)/C1=N\NC(=O)c1ccccc1N)C2
[12] CCOc1ccc(-c2c[n+](=O)c3c(n2[O-])CCCC3)c(OCC)c1
[13] CSc1ccc(/C=C/C(=O)NC23CC4CC(CC(C4)C2)C3)cc1
[14] COc1ccc(NC(=O)N2CCC(NC(=O)c3ccco3)CC2)cc1
[15] CCn1cnc2sc(C(=O)N3CCN(Cc4ccc5c(c4)OCO5)CC3)c(C)c2c1=O
[16] Fc1ccc(CN(Cc2ccccc2)C(c2cccs2)c2nnnn2C2CCCCC2)cc1 (centres undefined)
entry no.,9,10,11,12,13,14,15,16
NPY Y2 blocker,3,2,3,1,3,2,0,-3
MRP-1 activ,0.1,-0.2,-1.2,-1.8,1.2,0.0,-2.7,0.4
PTEN del growth,81,89,91,94,81,107,91,62
Yeast life ext,-15,-2,-1,-9,-1,5,2,-25
Phagocyt inh,-1,-6,-1,-3,1,0,-1,0
Measles CPE,4,16,9,29,3,13,5,27
GALR2 antag,2,-16,0,-4,2,6,-3,-12
HCT116 bCat-KO,106,87,92,85,83,96,97,47
E-sel TNF inh,10,-15,.,-20,-2,1,14,10
Yeast growth inh,-52,-17,-21,-1,-3,-12,-36,0

[17] Cc1cc(Br)ccc1NC(=O)CNC(=O)CSc1n[nH]c(N)n1
[18] COc1ccc(/C=N/Nc2ccc(C(F)(F)F)cc2[N+](=O)[O-])cc1
[19] COC(=O)c1ccccc1NC(=O)CSc1nnc(Cc2ccc(Cl)cc2)o1
[20] Cc1ccc(-n2cc3c(=O)n(C)c(=O)n(C)c3c2)cc1C
[21] COc1ccccc1/C=C(/C(=O)OCC(N)=O)c1ccccc1
[22] COc1ccc(NC(=O)C(CCS(C)(=O)=O)N2C(=O)c3ccccc3C2=O)cc1 (centres undefined)
[23] CCC(=O)N1CCc2cc(Br)cc(S(=O)(=O)C3(C(=O)OC)CC3)c21
[24] CCOC(=O)c1[nH]c2ccccc2c1NC(=O)C1CCCCC1
entry no.,17,18,19,20,21,22,23,24
NPY Y2 blocker,1,-1,8,1,2,1,2,2
MRP-1 activ,-0.8,0.5,0.2,-0.7,-0.6,-0.2,-0.6,-4.5
PTEN del growth,95,102,107,93,99,97,104,80
Yeast life ext,-14,-1,-7,-11,-3,-13,-7,-3
Phagocyt inh,.,-9,0,0,3,-2,-5,.
Measles CPE,9,7,8,16,2,1,11,19
GALR2 antag,-11,4,5,5,-7,1,-7,-3
HCT116 bCat-KO,94,97,91,109,95,99,94,90
E-sel TNF inh,19,.,21,13,34,-2,-28,19
Yeast growth inh,-56,-20,-59,-15,-3,-9,-33,-40

[25] CCCN(c1ccc(OCC)cc1)S(=O)(=O)c1ccc2c(c1)CCN2C(=O)CCC(=O)O
[26] O=C(NCC1CCCO1)C1CCN(C(=O)c2ccc(Cl)cc2)CC1 (centres undefined)
[27] COc1cccc(N2CCN(C(=O)c3ccc(CSc4nc5ccncc5[nH]4)cc3)CC2)c1
[28] CC(C)(C)n1cnc(C(N)=O)c1N
[29] CCCCOC(=O)c1ccc(NC(=S)NC(=O)c2c(Cl)cnn2C)cc1
[30] CN=C(C)c1c(O)c2ccccc2oc1=O
[31] c1csc(C2=Nn3c(nnc3-c3ccncc3)SC2)c1
[32] CC(/C=N\NC(=O)c1ccc(C)nc1)=C\c1ccccc1
entry no.,25,26,27,28,29,30,31,32
NPY Y2 blocker,1,0,-3,1,8,3,-4,-1
MRP-1 activ,-0.4,-0.4,-2.8,-1.1,-1.1,-1.2,-2.5,-0.6
PTEN del growth,93,102,63,85,112,101,52,95
Yeast life ext,-2,-14,-3,3,-9,2,-20,-1
Phagocyt inh,.,2,.,-6,.,.,.,-2
Measles CPE,22,2,20,5,3,5,10,24
GALR2 antag,10,-6,4,3,-6,4,18,-2
HCT116 bCat-KO,96,96,61,97,94,98,70,96
E-sel TNF inh,-1,-1,-3,18,-5,-6,-4,11
Yeast growth inh,13,-23,8,-36,-44,-7,-37,-13

[33] O=C(CNC(=S)NC(=O)c1ccc(Cl)cc1)c1ccccc1
[34] CCCCSc1nnc(-c2cc3c(C(F)(F)F)nn(C)c3s2)n1C
[35] Cc1ccc2nc(Cl)c(C3CC(c4cccs4)=NN3C(=O)CCC(=O)O)cc2c1 (centres undefined)
[36] CNC(=O)C1C2C=CC3(O2)C1C(=O)N(CCOC)C3C(=O)NCc1ccc(OC)cc1 (centres undefined)
[37] CC(=O)N(CC1CCCO1)c1nnc(-c2ccccn2)s1 (centres undefined)
[38] COCCn1c(=NC(=O)C(C)(C)C)sc2cc([N+](=O)[O-])ccc21
[39] CCOc1ccc2nc(NCCO)[nH]c2c1
[40] CCc1ccc2nc3nc(C)cc(C)c3c(N)c2c1
entry no.,33,34,35,36,37,38,39,40
NPY Y2 blocker,7,4,1,0,1,-1,1,0
MRP-1 activ,-1.8,-1.2,-0.6,0.5,0.9,-0.1,-2.5,-3.1
PTEN del growth,96,99,96,81,105,89,90,3.2*
Yeast life ext,-1,-11,-4,-7,-13,2,-11,2
Phagocyt inh,-4,.,0,0,0,-14,-1,-2
Measles CPE,27,8,5,6,11,8,13,.
GALR2 antag,-6,2,-13,5,-28,1,7,12
HCT116 bCat-KO,99,96,92,86,108,87,82,4.0*
E-sel TNF inh,10,-12,.,-29,14,.,7,18
Yeast growth inh,-14,-6,-11,14,19,-16,-34,-28

[41] Nc1nc(CSc2ncn(-c3ccccc3)n2)cs1
[42] Cc1cc(-c2n[nH]c(=S)n2/N=C/c2ccc(C)s2)n[nH]1
[43] Cc1c(Cc2ccccc2)sc(/N=C/c2c(O)ccc3ccccc23)c1C(N)=O
[44] O=C(CCCSc1nnnn1-c1cccc2ccccc12)c1ccc(F)cc1
[45] O=C(OCCNC(=O)c1ccc2ccccc2n1)c1ccc(F)cc1
[46] CC(NC(=O)c1ccccc1)C(=O)NC1=NCCS1 (centres undefined)
[47] O=C(CN1CCC(C(=O)c2ccc(F)cc2)CC1)Nc1ccc(F)cc1
[48] Cc1cc(C)c2c(CC(=O)N(CCC#N)Cc3cccnc3)coc2c1
entry no.,41,42,43,44,45,46,47,48
NPY Y2 blocker,0,1,10,8,6,2,0,0
MRP-1 activ,-2.0,-2.8,-1.2,1.5,-0.4,-2.3,-4.9,-3.5
PTEN del growth,102,99,59,86,82,103,67,85
Yeast life ext,-8,6,12,-1,-11,-5,.,-9
Phagocyt inh,0,-4,.,0,.,0,.,-1
Measles CPE,4,3,3,12,1,9,10,3
GALR2 antag,-3,-3,14,-9,-2,4,-1,-6
HCT116 bCat-KO,97,91,55,93,82,91,67,80
E-sel TNF inh,10,.,5,-7,-13,3,-8,-12
Yeast growth inh,-42,-44,-42,-32,11,-4,-4,-15

Reprinted: compounds 41 to 44
[41] Nc1nc(CSc2ncn(-c3ccccc3)n2)cs1
[42] Cc1cc(-c2n[nH]c(=S)n2/N=C/c2ccc(C)s2)n[nH]1
[43] Cc1c(Cc2ccccc2)sc(/N=C/c2c(O)ccc3ccccc23)c1C(N)=O
[44] O=C(CCCSc1nnnn1-c1cccc2ccccc12)c1ccc(F)cc1
entry no.,41,42,43,44
NPY Y2 blocker,0,1,10,8
MRP-1 activ,-2.0,-2.8,-1.2,1.5
PTEN del growth,102,99,59,86
Yeast life ext,-8,6,12,-1
Phagocyt inh,0,-4,.,0
Measles CPE,4,3,3,12
GALR2 antag,-3,-3,14,-9
HCT116 bCat-KO,97,91,55,93
E-sel TNF inh,10,.,5,-7
Yeast growth inh,-42,-44,-42,-32

New compounds follow.
[49] CCC(C)C(NC(=O)C1CCC(C)CC1)C(=O)NCc1ccccn1 (centres undefined)
[50] COc1cc(C(=O)N2CCN(c3ncnc4sc(C)c(C)c34)CC2)cc(OC)c1OC
[51] Cc1cc(NC(=O)CSc2nnc(Cc3ccccc3)n2C)no1
[52] O=C(NC(NC(=S)Nc1cccc(C(=O)O)c1)C(Cl)(Cl)Cl)OCc1ccccc1 (centres undefined)
[53] N=c1c[n+](N2CCOCC2)[n-]o1
[54] CC(C)Oc1ccc(/C=C(\NC(=O)/C=C/c2ccco2)C(=O)NCCc2nc3ccccc3[nH]2)cc1
[55] O=C(COC(=O)c1ccco1)Nc1ccc2c(c1)OCCO2
[56] CN1CCN(C(=O)c2cc3nc(-c4ccc(Cl)cc4)cc(C(F)(F)F)n3n2)CC1
entry no.,49,50,51,52,53,54,55,56
NPY Y2 blocker,1,-1,1,2,1,4,2,0
MRP-1 activ,0.4,-0.8,-1.4,0.5,-1.1,-1.3,-1.5,0.6
PTEN del growth,96,52,100,94,91,63,96,78
Yeast life ext,-11,-6,.,2,6,8,-10,-8
Phagocyt inh,0,2,.,-11,.,-5,0,0
Measles CPE,2,17,19,2,14,4,5,13
GALR2 antag,-1,6,3,-9,-1,10,3,-6
HCT116 bCat-KO,86,44,99,90,89,79,93,88
E-sel TNF inh,-9,-46,44*,16,.,.,.,.
Yeast growth inh,-6,-71,-37,-39,-29,-28,-6,-72
